PLAP inhibitors HTS = PLAP enzyme inhibitors, biochemical, luminescence, HTS (AID 690). purified PLAP, luminescent substrate; higher % means a stronger effect. inhibition, % at 20 µM; hits with a dose series show IC50 in µM. 0.08% of 96,000 active; in the data active = a potency from the dose series; inactive = the rest, 99 in 100 with inhibition below about 30%; also: strong numbers were not always called active
Bcl-B TR3 displacers = displacers of TR3 peptide from Bcl-B, primary screen, selectivity assay for Bfl-1 inhibitor project, biochemical, fluorescence polarization; FP displacement of FITC-TR3 peptide from Bcl-B; higher % means a stronger effect; 0.11% of 96,000 active; displacement, % at 20 µM, or IC50 in µM where a hit was titrated; AID 748;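 active = displacement above 50% at 20 µM plus a fluorescence interference ratio under 1.5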;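 also: plate controls were wells without compound for no effect and wells lacking Bcl-B protein for full effect; a part of the inactive calls stands beside numbers as strong as those of hits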
MRP reversal = compounds reversing MRP-mediated drug resistance. H69AR cells + 2 uM doxorubicin, CellTiter-Glo, 72 h. 0.04% of 85,000 active. differential viability (reversal), % at 10 µM. AID 602;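 active = viability drop by adding the cancer drug above about 55%, with treated viability meeting a 40% cutoff, limit read from the data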;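 also: viability without doxorubicin minus viability with 2 µM doxorubicin for each compound; larger differential means the compound sensitizes cells more to doxorubicin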
NFkB transloc pot = enhances IL-1B driven NFkB nuclear translocation; HUVEC IL-1B NFkB p65 nuclear translocation imaging; activation, % at 2 µM; 0.3% of 94,000 active; AID 819;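 active = activation above 40%, about the mean plus 3 SD, also judged a hit on visual image review; inconclusive = activation above 40% but not a hit on visual review; inactive = activation not above 40% and no visual hit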;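 also: percent activation is computed from the nuclear over cytoplasmic p65 intensity ratio; values of inactives mirror those of a sister screen read the other way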
IL1B NFkB inh = blocks IL-1B driven NFkB nuclear translocation in HUVEC cells; inhibition, % at 2 µM; AID 796; HUVEC IL-1B NFkB p65 nuclear translocation imaging; 0.43% of 94,000 active;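 active = inhibition above about 30% together with a positive call from visual inspection of the well image, limit read from the data; inconclusive = inhibition above a set limit but visual check negative; inactive = inhibition not above a set limit, visual check negative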;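 also: nuclear over cytoplasmic p65 intensity ratio measured by imaging; 0% = IL-1B stimulated DMSO wells and 100% = unstimulated DMSO wells; values of inactives mirror those of a sister screen read the other way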
MRP reversal cytotoxicity = also measured in MRP reversal; calls as there; viability, %; H69AR cells, CellTiter-Glo, 72 h; measured here: cytotoxicity without doxorubicin
MRP reversal with doxorubicin = also measured in MRP reversal; calls as there; viability, %; measured here: viability with 2 uM doxorubicin; active compounds read low
IL1B NFkB inh cell count 2 µM = second read-out of IL1B NFkB inh, no call of its own (marks repeat the call); cell count; measured here: cells passing quality filter;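 raw number of nuclei counted in each imaged well without normalization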
NFkB transloc pot cell count 2 µM = recorded beside NFkB transloc pot, whose call it bears; cell count; measured here: cells passing quality filter
* hit, by the source's call; ? = inconclusive; nt = no result given.

SMILES | PLAP inhibitors HTS | Bcl-B TR3 displacers | MRP reversal | MRP reversal cytotoxicity | MRP reversal with doxorubicin | NFkB transloc pot | NFkB transloc pot cell count 2 µM | IL1B NFkB inh | IL1B NFkB inh cell count 2 µM
Cc1ccc(CN2C(=O)CCC2C(=O)NCCN(CC(C)C)CC(C)C)cc1 (stereo unspecified) | -48% | 1% | -3 | 77 | 79 | 9 | 129 | -9 | 129
Cc1nn(-c2ccccc2)c(C)c1C(=O)OC/C(O)=C(\C#N)c1nc2ccccc2[nH]1 | -74% | -56% | -1 | 80 | 81 | 4 | 132 | -4 | 132
COc1ccccc1CNC(=O)C1CC(=O)N(C2CCCC2)C1 (stereo unspecified) | -8% | -7% | 10 | 105 | 95 | 9 | 185 | -9 | 185
CS(=O)(=O)c1ccccc1-c1nc(-c2cc(C(F)(F)F)cc(C(F)(F)F)c2)no1 | 6% | 7% | nt | nt | nt | 0 | 130 | 0 | 130
O=C(CCN1C(=O)c2ccccc2S1(=O)=O)NCc1ccco1 | 19% | -8% | 4 | 90 | 86 | 14 | 147 | -14 | 147
O=C(COc1ccc(=O)n(-c2ccccc2)n1)Nc1ccccc1 | 14% | -5% | 5 | 86 | 81 | 7 | 50 | -7 | 50
Cc1ccc(N(C(=O)CNC(=O)c2ccco2)C(C(=O)NCC2CCCO2)c2ccccc2)cc1 (stereo unspecified) | -57% | 6% | 7 | 95 | 88 | nt | nt | nt | nt
Cc1cc2ccccc2c(=O)n1CC(=O)N(C)c1ccc(F)cc1 | -40% | 1% | -9 | 76 | 85 | 9 | 76 | -9 | 76
N#Cc1nc(-c2cccs2)oc1NCc1ccccc1Cl | 7% | -2% | 4 | 77 | 74 | -10 | 111 | 10 | 111
O=C(CCS(=O)(=O)c1cccc2nsnc12)NCc1ccccc1Cl | 17% | 18% | -5 | 91 | 97 | 1 | 175 | -1 | 175
COC(=O)c1nc2nc(C)cc(C(F)(F)F)n2n1 | 10% | -6% | -7 | 93 | 101 | ? | nt | -42 | 159
Clc1ccc(-c2cc(CSc3cccc(Cl)c3)on2)cc1 | 53% | 1% | nt | nt | nt | nt | nt | nt | nt

Rewritten with two lines to a compound: entries from further up.
Second line of a record: PLAP inhibitors HTS | Bcl-B TR3 displacers | MRP reversal | MRP reversal cytotoxicity | MRP reversal with doxorubicin | NFkB transloc pot | NFkB transloc pot cell count 2 µM | IL1B NFkB inh | IL1B NFkB inh cell count 2 µM
CS(=O)(=O)c1ccccc1-c1nc(-c2cc(C(F)(F)F)cc(C(F)(F)F)c2)no1
 : 6% | 7% | nt | nt | nt | 0 | 130 | 0 | 130
O=C(CCN1C(=O)c2ccccc2S1(=O)=O)NCc1ccco1
 : 19% | -8% | 4 | 90 | 86 | 14 | 147 | -14 | 147

Remaining list, next part
SMILES | PLAP inhibitors HTS | Bcl-B TR3 displacers | MRP reversal | MRP reversal cytotoxicity | MRP reversal with doxorubicin | NFkB transloc pot | NFkB transloc pot cell count 2 µM | IL1B NFkB inh | IL1B NFkB inh cell count 2 µM
CCC(C)(C(=O)NC1CCCCC1)N(Cc1ccco1)C(=O)CNC(=O)c1ccccc1 (stereo unspecified) | -15% | -8% | 9 | 97 | 88 | nt | nt | nt | nt
COc1ccccc1CN1C(=O)[C@@H]2C(CCC(N)=O)NC3(C(=O)Nc4c3ccc(Cl)c4C)[C@@H]2C1=O (stereo partly specified) | -56% | 2% | -13 | 91 | 105 | -10 | 88 | 10 | 88
CCOc1ccc(N(CC(=O)NCC(C)C)S(C)(=O)=O)cc1 | -4% | -5% | 3 | 92 | 88 | nt | nt | nt | nt
CN(c1cccc(NC(=O)COc2ccc(Cl)cc2Cl)c1)S(C)(=O)=O | nt | nt | 20 | 91 | 71 | 22 | 123 | -22 | 123
CCOc1ccc2nc(N3CCC(C(=O)N4CCN(C5CCCCC5)CC4)CC3)sc2c1 | -52% | -2% | -6 | 51 | 57 | 13 | 81 | -14 | 81
COCCNC(=O)C(OC(=O)CC1Sc2ccccc2NC1=O)c1ccncc1 (stereo unspecified) | 10% | 2% | -8 | 91 | 99 | 10 | 62 | -10 | 62
Cc1ccc(S(=O)(=O)N(CC(=O)NCCSc2ccccn2)c2cc(C)cc(C)c2)cc1 | -6% | -6% | nt | nt | nt | -14 | 140 | 14 | 140
COCC(C)n1c(C)cc(C(=O)COC(=O)c2nc3nc(C)cc(C)n3n2)c1C (stereo unspecified) | -46% | 10% | 0 | 94 | 94 | -7 | 121 | 7 | 121
COc1cc(OC)cc(C(=O)NC(=S)Nc2ccc3c4c(cccc24)CC3)c1 | -1% | -15% | nt | nt | nt | -1 | 151 | 1 | 151
CCCc1cc(=O)oc2cc(OCC(=O)OC)cc(OCC(=O)OC)c12 | 5% | -54% | 11 | 90 | 79 | 15 | 86 | -16 | 86
CCOC(=O)c1sc(C)c2c(=O)n(Cc3ccc(Cl)cc3)c(C)nc12 | -8% | -12% | nt | nt | nt | 4 | 191 | -4 | 191
C/C=C/c1ccc(OCCCCN2C(=O)NC(C)(C)C2=O)c(OC)c1 | -50% | -8% | 1 | 83 | 82 | 6 | 154 | -6 | 154
Cc1ccc(CN2CCN(C(=O)C3CCC3)CC2)cc1 | nt | nt | -9 | 89 | 98 | 0 | 130 | 0 | 130
O=C1CC(SCc2nc3ccccc3[nH]2)C(=O)N1c1ccc(Cl)cc1 (stereo unspecified) | -37% | -15% | 5 | 95 | 90 | -12 | 190 | 12 | 190
O=C(O)CCNc1ccc2c(c1)OCCO2 | -6% | 1% | 19 | 97 | 78 | -18 | 108 | 18 | 108
O=C(CSc1nc2ccccc2c(=O)n1Cc1ccco1)N1CCCCCC1 | -8% | -11% | 12 | 99 | 86 | 1 | 82 | -1 | 82
Cc1cc(Br)ccc1NC(=O)CNC(=O)CN1C(=O)NC2(CCCCCC2)C1=O | -17% | -2% | 2 | 106 | 104 | 3 | 188 | -3 | 188
CCOC(=O)N1CCN(c2c(NCc3ccccc3OC)c(=O)c2=O)CC1 | -3% | 5% | -6 | 77 | 84 | 7 | 193 | -7 | 193
N=c1c(C(=O)NCc2ccc(F)cc2)cc2c(=O)n3ccccc3nc2n1CC1CCCO1 (stereo unspecified) | -23% | -7% | nt | nt | nt | 8 | 138 | -8 | 138
CN(CCNC(=O)C1CC(=O)N(c2ccc(F)c(Cl)c2)C1)Cc1ccccc1 (stereo unspecified) | -28% | 2% | -2 | 100 | 102 | 20 | 175 | -20 | 175
CCCn1c(N)c(C(=O)COC(=O)c2c(C)noc2C)c(=O)n(C)c1=O | -10% | -9% | 12 | 94 | 82 | -25 | 72 | 25 | 72
CC(C)c1ccc(NC(=O)C(c2ccccc2)N2CCN(C(=O)c3ccco3)CC2)cc1 (stereo unspecified) | -71% | -5% | -1 | 86 | 87 | -6 | 111 | 6 | 111
COC(=O)C1=C(C)OC(N)=C(C#N)C1c1ccccc1 (stereo unspecified) | -6% | -3% | -2 | 91 | 94 | -5 | 134 | 5 | 134
O=C1c2ccccc2CCCC12N=NCC2c1cccc2ccccc12 (stereo unspecified) | 8% | -9% | nt | nt | nt | -1 | 166 | 1 | 166
COc1cccc(-c2csc(N3CCN(C(=O)C4CCCCC4)CC3)n2)c1 | -51% | -22% | 8 | 100 | 92 | nt | nt | nt | nt
O=C(Nc1ncc(Br)s1)C1CCCN1S(=O)(=O)c1cccc2cccnc12 (stereo unspecified) | 6% | -6% | nt | nt | nt | nt | nt | nt | nt
COC(=O)c1ccccc1NC(=O)c1cc(-c2ccc(C)cc2)on1 | 17% | -4% | 15 | 100 | 85 | 18 | 161 | -18 | 161
CCOC(=O)c1c(N)sc(C(=O)N2CCCC2)c1C | 15% | -1% | 7 | 101 | 94 | -4 | 40 | 4 | 40
CCOCCCNC(=O)C(c1ccc(C)cc1)N1CCOCC1 (stereo unspecified) | -43% | -7% | -5 | 91 | 97 | 11 | 159 | -11 | 159
COc1ccc(C)cc1S(=O)(=O)N1CCN(S(=O)(=O)c2cc(C)ccc2OC)CC1 | -70% | -14% | -1 | 84 | 85 | -26 | 45 | 26 | 45
c1ccc(C2=NC(c3ccccc3)N=C(c3ccccc3)N2)cc1 | nt | nt | 7 | 84 | 78 | 1 | 130 | 0 | 130
N#CC1(C#N)CC(C=O)=C(N)C1(C#N)CC(=O)c1ccc(F)cc1 (stereo unspecified) | -15% | -5% | -1 | 93 | 94 | 7 | 156 | -7 | 156
COc1ccc(/C(N)=N/OC(=O)Oc2ccccc2)cc1 | 5% | 0% | -11 | 83 | 93 | 15 | 116 | -15 | 116
O=C(c1ccc(Cl)c(F)c1F)N1CCOCC1 | 3% | 5% | -4 | 93 | 97 | 5 | 72 | -5 | 72
CN1CCN(C(=O)C2CCN(S(=O)(=O)c3ccc4c(c3)oc(=O)n4C)CC2)CC1 | 0% | 3% | nt | nt | nt | nt | nt | nt | nt
CC1CCCCC1NC(=O)C1CCN(S(=O)(=O)N2CCCCCC2)CC1 (stereo unspecified) | -21% | -2% | 8 | 89 | 81 | -8 | 141 | 8 | 141
Cc1cccc(OCc2nnc(SCC(=O)NCCc3ccccc3)o2)c1 | -8% | -1% | -3 | 97 | 99 | 8 | 177 | -8 | 177
Cc1onc(-c2ccncc2)c1C(=O)O | 9% | 5% | 10 | 107 | 96 | 13 | 132 | -13 | 132
CCn1c(CC(=O)Nc2ccc(C)c(Cl)c2)nnc1SCC(=O)Nc1nc(C)cs1 | -5% | -15% | 13 | 65 | 52 | -7 | 159 | 7 | 159
O=C(CC(c1ccccc1)c1cc(Cl)ccc1O)N1CCOCC1 (stereo unspecified) | -1% | -5% | -2 | 84 | 87 | 4 | 194 | -4 | 194
COc1ccc(N2CCN(C(=O)CCn3nnc4ccccc43)CC2)cc1 | -36% | -2% | 6 | 97 | 91 | 8 | 119 | -8 | 119
COc1ccccc1C(=O)Nc1ccon1 | 16% | 7% | 9 | 101 | 92 | -2 | 152 | 2 | 152
O=C(COC(=O)c1ccccc1Nc1cccc(C(F)(F)F)c1)NCc1ccco1 | 2% | 29% | 0 | 84 | 84 | 9 | 73 | -10 | 73
CC1(C)CC2CC(C)(CN2C(=O)CN2C(=O)c3ccccc3C2=O)C1 (stereo unspecified) | -18% | -8% | 17 | 99 | 82 | 15 | 120 | -14 | 120
Cc1ccc(N2C(=O)N(CC(=O)NC(c3ccccc3)c3ccccc3)C(=O)C2C)cc1 (stereo unspecified) | 11% | -11% | 7 | 90 | 83 | 5 | 177 | -5 | 177
CCOC(=O)c1[nH]c(C)c(C(=O)N2CCN(C(=O)OCC)CC2)c1CC | 3% | -8% | 8 | 92 | 84 | nt | nt | nt | nt
CCC1SC2=NC(C)=C(C(=O)OCCOC)C(c3ccc(C(=O)OC)cc3)N2C1=O (stereo unspecified) | -49% | -3% | 19 | 108 | 90 | 5 | 170 | -5 | 170
CCN1CCN(C(=O)C2CCC(CNS(=O)(=O)c3ccccc3)CC2)CC1 (stereo unspecified) | -76% | -3% | 7 | 102 | 96 | nt | nt | nt | nt
CCc1ccc(N(C(=O)CCC(=O)Nc2cc(C)on2)C(C(=O)NC2CCCC2)c2ccco2)cc1 (stereo unspecified) | nt | nt | -9 | 91 | 99 | 9 | 115 | -9 | 115
COc1ccc(C2CC(C(F)(F)F)n3nc(C(=O)NCc4cn(C)nc4C)c(Cl)c3N2)cc1 (stereo unspecified) | -58% | 4% | 8 | 86 | 77 | -24 | 109 | 24 | 109
CC(C)C(=O)Nc1ccc(N2CCN(C(=O)c3cccs3)CC2)cc1 | 4% | -7% | 21 | 104 | 83 | nt | nt | nt | nt
CCOC(=O)C1CCCN(C(=O)CSCc2ccccc2)C1 (stereo unspecified) | -12% | 4% | 1 | 92 | 92 | 4 | 167 | -4 | 167
O=C(/C=C/c1ccccc1)NC(NC(=S)Nc1cccc(Cl)c1)C(Cl)(Cl)Cl (stereo unspecified) | 5% | -23% | nt | nt | nt | -3 | 128 | 3 | 128
CC(C)(C)NC(=O)C(c1ccccn1)N(C(=O)c1ccc2c(c1)OCCO2)C1CCCC1 (stereo unspecified) | -50% | 0% | 16 | 102 | 87 | 9 | 134 | -9 | 134
CCC(=O)N1CCc2cc(S(=O)(=O)NCCC(=O)N3CCN(c4ccccn4)CC3)ccc21 | -34% | 1% | 9 | 93 | 84 | nt | nt | nt | nt

Only part of the results is shown; count on the stated rates, not on these rows.
